HTR5A inv ctr: counter-screen for OPRM1-OPRD1 inverse agonists: human HTR5A inverse agonism; HTR5A cell line, luminescence; hit rate 0.083% among 340,000; inhibition, % at 9.3 µM; in the data active = inhibition mostly above about 23%, no sharp cut-off; inactive = mostly below about 18%;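 note: 0% = cells with DMSO and 100% = no-cell wells with DMSO; some compounds called inactive have numbers as strong as hits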
Pemphigus Ab inh: blocks pemphigus antibody binding to human desmoglein-3 | binding (percent of control), % at 10 µM | P32926 | DSG3-coupled beads, scFv-anti-DSG3-GFP binding, flow cytometry; stronger effect = lower value | hit rate 0.48% among 310,000;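 active = binding more than 3 SD below its plate's average and above zero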; note: some compounds called inactive have numbers as strong as hits
Target sequence (P32926 whole entry, looked up): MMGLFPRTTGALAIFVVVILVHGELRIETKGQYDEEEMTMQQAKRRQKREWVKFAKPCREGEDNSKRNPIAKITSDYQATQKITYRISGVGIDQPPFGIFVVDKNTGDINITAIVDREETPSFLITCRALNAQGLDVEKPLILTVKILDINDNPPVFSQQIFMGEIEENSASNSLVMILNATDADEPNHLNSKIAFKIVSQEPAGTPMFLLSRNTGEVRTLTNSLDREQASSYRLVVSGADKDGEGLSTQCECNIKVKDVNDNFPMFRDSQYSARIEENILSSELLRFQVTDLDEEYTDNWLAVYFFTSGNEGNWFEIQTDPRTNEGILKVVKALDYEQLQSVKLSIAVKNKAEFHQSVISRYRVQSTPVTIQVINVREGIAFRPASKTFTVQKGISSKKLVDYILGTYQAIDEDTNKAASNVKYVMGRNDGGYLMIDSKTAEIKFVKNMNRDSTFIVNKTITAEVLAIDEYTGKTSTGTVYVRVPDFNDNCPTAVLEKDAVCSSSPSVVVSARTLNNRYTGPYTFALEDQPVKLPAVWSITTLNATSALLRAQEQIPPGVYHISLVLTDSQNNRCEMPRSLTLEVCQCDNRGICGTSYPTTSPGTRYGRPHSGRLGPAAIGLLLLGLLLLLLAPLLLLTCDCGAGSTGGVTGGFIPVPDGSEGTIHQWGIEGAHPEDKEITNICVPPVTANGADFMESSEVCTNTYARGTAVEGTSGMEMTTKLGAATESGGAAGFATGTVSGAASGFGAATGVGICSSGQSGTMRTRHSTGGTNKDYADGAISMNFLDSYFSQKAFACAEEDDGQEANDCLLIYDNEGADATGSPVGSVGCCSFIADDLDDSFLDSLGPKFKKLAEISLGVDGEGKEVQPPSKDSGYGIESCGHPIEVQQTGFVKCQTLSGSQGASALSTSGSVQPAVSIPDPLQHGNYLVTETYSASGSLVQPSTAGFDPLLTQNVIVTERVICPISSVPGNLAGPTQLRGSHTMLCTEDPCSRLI
PfHsp90 yeast 2: inhibits growth of yeast expressing Plasmodium falciparum Hsp90; inhibition, % at 9.4 µM; AID 504621; hit rate 0.32% among 310,000; S. cerevisiae expressing PfHsp90, BacTiter-Glo ATP, 48 h; yeast lacking PDR1 and PDR3 efflux regulators;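 active = every replicate shows inhibition above about 80%, whatever the replicate mean, limit read from the data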;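 note: 0% = DMSO neutral controls and 100% = 20 µM radicicol positive controls; yeast relying on Plasmodium falciparum Hsp90 in place of its own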
E coli growth: reduces bacterial viability in AddAB counter-screen; E. coli V3065 growth, OD600 absorbance, 18 h; inhibition, % at 11.9 µM; hit rate 0.27% among 330,000; AID 449728;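 active = inhibition above the campaign's mean inhibition across all tested compounds plus 3 SD, cut at about 9.9% in these data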;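 note: uninfected addAB+ strain grown without phage in ampicillin broth; 0% = DMSO wells and 100% = ciprofloxacin 0.95 µg/ml wells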
MOR-DOR ag: agonists of human mu-delta opioid receptor heterodimerization; AID 504326; cells, OPRM1-OPRD1 heterodimerization, luminescence; hit rate 0.3% among 340,000; activation, % at 9.3 µM; in the data active = activation above about 18%;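 note: 0% = vehicle-treated cells and 100% = reference agonist; values of inactives mirror those of a sister screen read the other way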
AddAB inh: less growth of phage-infected E. coli with AddAB. E. coli expressing H. pylori AddAB, absorbance growth. hit rate 0.29% among 330,000. inhibition, % at 11.9 µM. AID 435030; in the data active = inhibition above about 12%;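 note: 0% = vehicle wells of infected cells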
MOR-DOR inv ag: inverse agonist of human OPRM1-OPRD1 heterodimerization; P35372+P41143; cell-based MOR-DOR heterodimer luminescence, inverse agonism; inhibition, % at 9.3 µM; hit rate 0.21% among 340,000; in the data active = inhibition above about 22%, passing the limit was not always enough;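 note: 0% = cells with DMSO and 100% = wells without cells with DMSO; values of inactives mirror those of a sister screen read the other way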
HTR5A ag ctr: activates human HTR5A in OPRM1-OPRD1 agonist counter-screen. P47898. HTR5A agonist assay, luminescence, cell-based. activation, % at 9.3 µM. hit rate 0.61% among 340,000. AID 504692; in the data active = activation mostly above about 9.5%, no sharp cut-off; inactive = mostly below about 7.6%;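 note: 0% = cells with vehicle only and 100% = reference agonist; strong numbers were not always called active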
SUMO Mot1 rescue: blocks SUMOylation pathway, rescuing yeast Mot1-301 growth. AID 2716. hit rate 1% among 320,000. S. cerevisiae Mot1-301 growth rescue, ATP luminescence, 38.5C; percent above DMSO median, 100 means doubled. growth rescue, % at 18.8 µM;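 active = every valid replicate shows activation above 250% relative to neutral control wells; inactive = the rest, any valid replicate at or below 250%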;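 note: OY570 slx delta 5 strain wells were the positive control but not used for scaling; some compounds called inactive have numbers as strong as hits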
PKA-R1A activ: activators of PKA-R1A complex. PKA-R1A dissociation, Cy5-IP20 fluorescence polarization; scaled: DMSO 0%, 113 µM cGMP 100%. activation, % at 11.4 µM. hit rate 0.083% among 340,000;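 active = percent activation above the mean of all tested compounds plus 3 SD, cut at about 19% in these data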;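 note: higher means more PKAc released from R1A so a rise in polarization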
phage Ecoli inh: E. coli growth loss with phage present; growth absorbance; inhibition, % at 11.9 µM; hit rate 0.26% among 360,000; in the data active = inhibition above about 11%
Starred values were filed as active, the others as inactive; / = no result given.

SMILES | HTR5A inv ctr | Pemphigus Ab inh | PfHsp90 yeast 2 | E coli growth | MOR-DOR ag | AddAB inh | MOR-DOR inv ag | HTR5A ag ctr | SUMO Mot1 rescue | PKA-R1A activ | phage Ecoli inh
Cc1ccc(Oc2cnn(-c3ccccc3)c(=O)c2Br)cc1 | 0 | 117 | -5 | 0.8 | 2.9 | 2.9 | -14 | 0 | -6 | -3 | 3.1
N/C(=N\OC(=O)Oc1ccccc1)c1ccc(Cl)cc1 | -5 | 104 | 8 | 0.1 | -2.7 | 0.2 | 14 | 1 | -8 | 6 | 2.1
COC(=O)C(Cc1ccccc1)NS(=O)(=O)c1ccc(F)cc1Br (stereo not given) | -17 | 101 | -10 | 1.7 | -1.8 | 3.3 | 8 | 3 | -1 | -14 | 2.7
O=C(O)CC1(CC(=O)Nc2ccc(F)c(Cl)c2)CCCCC1 | / | 108 | / | -0.9 | / | -0.8 | / | / | 33 | / | 0.8
CC(CCn1cccn1)NC(=O)c1cc(COc2ccc(F)cc2Cl)on1 (stereo not given) | -14 | 115 | / | 1.0 | -0.4 | -0.6 | 2 | 5 | -9 | 6 | 0.6
Cc1ccccc1C(=O)Nc1nncs1 | 13 | 90 | -15 | -2.0 | -0.3 | 2.4 | 2 | -1 | -7 | 3 | 2.0
O=C(C1CCN(C2CCN(CC3CC=CCC3)CC2)CC1)N1CCOCC1 (stereo not given) | 13 | 98 | -30 | 2.0 | -3.2 | 2.7 | 16 | 4 | 10 | -8 | 1.4
COc1cccc(CNC(=O)N2CCN(c3ccccc3)CC2)c1 | 5 | 94 | -15 | 0.3 | -1.9 | 4.9 | 12 | 5 | 1 | 1 | 4.7
O=C(C1=C[C@H](c2ccc3c(c2)OCO3)C[C@H](OCCCCO)O1)N1CCN(Cc2ccccc2)CC1 | -1 | 106 | 3 | 0.3 | 2.2 | 1.4 | -12 | 0 | -14 | 0 | 0.8
CCOC(=O)Cn1c(=O)oc2cc(S(=O)(=O)NCCCc3ccccc3)ccc21 | -3 | 98 | -17 | -0.4 | -2.7 | 1.4 | 14 | 1 | -10 | -16 | 2.2
COc1cc(OC)cc(C(=O)NC(C(=O)NNC(=O)CN(C)S(=O)(=O)c2ccc(C)cc2)C(C)C)c1 (stereo not given) | -11 | / | -3 | / | 0.0 | / | 0 | 4 | / | 3 | -0.5
Cc1ccnc(NS(=O)(=O)c2cccs2)c1 | 16 | 97 | -21 | 0.9 | -1.6 | 3.0 | 9 | -6 | -5 | 8 | -1.8
CCCCN(C(=O)NCCCCCCNC(=O)N(CCCC)C1CCS(=O)(=O)C1)C1CCS(=O)(=O)C1 (stereo not given) | 12 | / | 7 | -2.8 | -1.6 | 0.0 | 9 | 2 | -5 | 3 | -0.5
C/C(=N\Nc1nc(Nc2ccccc2)nc(N2CCOCC2)n1)c1cccs1 | 10 | 97 | 14 | -3.8 | -1.0 | 0.7 | 5 | -4 | 249 | 2 | 2.0
CCC1CCCCN1C(=O)c1ccc(OC2CCN(C(=O)CCOC)CC2)cc1 (stereo not given) | -4 | / | -1 | -1.3 | 0.7 | 2.5 | -4 | -1 | -4 | -4 | 1.0
CN(C)/C=C/C(=O)c1ccc(-c2ccc(Cl)cc2Cl)o1 | -25 | 90 | -1 | -0.4 | -1.4 | 1.0 | 7 | 9 | / | -17 | 4.6
O=S(=O)(O)c1ccc(N=NNc2ccc(Br)cc2)cc1 | 1 | 112 | -2 | 0.3 | -2.3 | -1.3 | 10 | 0 | 539* | 2 | -1.8
O=C1CC(N2CCN(c3ccc(O)cc3)CC2)C(=O)N1c1ccc2c(c1)OCO2 (stereo not given) | -28 | 108 | 4 | -1.3 | -1.7 | 0.9 | 8 | 1 | 0 | 7 | 2.9
COc1ccc2[nH]c(CN3CCN(CC=C(C)C)C(CCO)C3)c(C)c2c1 (stereo not given) | 0 | 104 | 8 | 0.1 | -0.9 | 0.1 | 5 | 0 | 0 | -2 | 1.3
COc1ccc(C(CC(=O)O)NC(=O)c2cccs2)cc1 (stereo not given) | -20 | 106 | / | 0.8 | -3.0 | 4.0 | 14 | -1 | -6 | 4 | -0.3
CC(=O)/C(=N/Nc1ccccc1Cl)Sc1nnc(C(O)c2ccccc2)n1-c1ccccc1 (stereo not given) | 10 | 117 | 1 | 1.7 | -2.6 | 1.6 | 14 | 1 | 96 | 0 | 2.9
COc1ccc(N2C(=NC(=O)C(C)Oc3ccccc3)SC3CS(=O)(=O)CC32)cc1 (stereo not given) | 23 | / | -17 | 1.2 | -3.5 | 3.6 | 19 | 1 | -14 | 4 | -0.4
Cc1cccc(N(C(=O)Cc2cccs2)C(C(=O)NC2CCCC2)c2ccsc2)c1 (stereo not given) | -2 | 97 | -17 | / | 3.4 | / | -19 | 10 | / | -3 | 0.6
COc1ccc(/C=C2/C(=O)N(c3cccc(F)c3)N=C2C)c(OC)c1 | -17 | 113 | 1 | -1.1 | -2.5 | 1.8 | 12 | 5 | -10 | 6 | 0.9
CCOC(=O)c1cc(C(=O)c2cc(F)ccc2O)coc1=N | -15 | 93 | -3 | 1.2 | 0.1 | 4.6 | -1 | -2 | 142 | -3 | 3.0
CCN(CC(=O)Nc1ccc2c(c1)OCCO2)c1ccc(S(=O)(=O)N2CCOCC2)cn1 | -11 | / | -25 | 0.0 | 1.6 | -0.7 | -10 | 3 | -2 | -1 | 1.7
CS(=O)(=O)c1cnc(-c2ccccc2)nc1Oc1ccc(Cl)cc1 | -4 | 68 | -22 | -0.4 | -2.5 | 0.7 | 14 | 2 | 20 | -5 | 3.0
Cn1c(-c2ccc(C(F)(F)F)cc2)cc2onc(-c3ccccc3)c2c1=O | -18 | 95 | -3 | 0.4 | -3.3 | 3.1 | 19 | 6 | 4 | -3 | 3.0
O=C1CC(NNC(=O)c2cccc(F)c2)C(=O)N1 (stereo not given) | -48 | 112 | -5 | 0.7 | -2.6 | -1.1 | 14 | -2 | 56 | 5 | 3.4
CCOC(=O)C1CCN(S(=O)(=O)c2ccc3c(ccn3C)c2)CC1 | 6 | 101 | -1 | 1.9 | -0.9 | -0.1 | 5 | 1 | -13 | -3 | -1.3
Cn1ncc(Br)c1C(=O)NCc1cccs1 | 7 | 92 | -29 | -3.0 | -1.1 | 0.1 | 6 | -2 | 8 | 12 | 3.7
OCC1(CCOc2ccccc2)CCN(Cc2ccncc2)CC1 | 17 | 116 | 12 | 0.9 | -2.0 | 2.4 | 10 | -5 | 0 | 0 | 0.2
O=C(COc1ccccc1Br)NCCc1nc2ccccc2[nH]1 | 37 | 95 | -14 | -1.2 | -0.4 | 3.3 | 2 | 0 | 439 | -12 | 2.3
CCC(=O)NC(=S)Nc1ccc(NC(=O)c2cccc([N+](=O)[O-])c2C)cc1 | 14 | 81 | -8 | 1.8 | -0.2 | 3.0 | 1 | 0 | 290 | 4 | 2.0
CCc1cccc(NC(=O)CN(c2ccc(C)cc2)S(=O)(=O)c2c(C)noc2C)c1 | -4 | 102 | 7 | -1.4 | 9.0 | 0.0 | -46 | -4 | 101 | 1 | 1.4
CN1CCN(c2ccc([N+](=O)[O-])cc2NC(=O)c2cccs2)CC1 | 16 | 109 | -3 | 0.2 | -2.7 | 0.0 | 15 | 3 | 11 | 10 | 3.6
CCCCn1c(SCC(=O)Nc2nccs2)nc2ccccc2c1=O | -12 | 90 | -14 | 1.5 | -1.5 | 4.6 | 8 | 0 | 4 | -10 | 3.4
O=C(CC1NCCc2ccccc21)Nc1ccccc1 (stereo not given) | 3 | 96 | -16 | 1.0 | -0.8 | 2.1 | 5 | -1 | -8 | 4 | 5.7
COC(=O)c1sccc1Oc1ccc(F)cc1[N+](=O)[O-] | 1 | 115 | -11 | -2.3 | -2.5 | -0.3 | 14 | 0 | 6 | 9 | 3.2
COc1ccc2nc(-n3c(O)c(C4=c5ccccc5=NC4=O)[nH]c3=S)sc2c1 | -7 | 97 | -8 | -1.0 | -4.0 | 1.5 | 21 | 1 | -21 | -12 | 1.0
COc1ccc(NC(=O)C2(c3ccc(NC(=O)c4ccc(OC)cc4)cc3)CCCC2)cc1 | -6 | 96 | -12 | -0.3 | -1.7 | 4.3 | 9 | 2 | 16 | 4 | 4.2
CC1CCCCN1C(=O)COC(=O)Cc1c[nH]c2ccccc12 (stereo not given) | -2 | 84 | / | 0.2 | -2.5 | 1.3 | 13 | 0 | -8 | -1 | 0.4

In the list so far, these have a thiophene ring, fused or not.
SMILES | HTR5A inv ctr | Pemphigus Ab inh | PfHsp90 yeast 2 | E coli growth | MOR-DOR ag | AddAB inh | MOR-DOR inv ag | HTR5A ag ctr | SUMO Mot1 rescue | PKA-R1A activ | phage Ecoli inh
Cc1ccnc(NS(=O)(=O)c2cccs2)c1 | 16 | 97 | -21 | 0.9 | -1.6 | 3.0 | 9 | -6 | -5 | 8 | -1.8
C/C(=N\Nc1nc(Nc2ccccc2)nc(N2CCOCC2)n1)c1cccs1 | 10 | 97 | 14 | -3.8 | -1.0 | 0.7 | 5 | -4 | 249 | 2 | 2.0
COc1ccc(C(CC(=O)O)NC(=O)c2cccs2)cc1 (stereo not given) | -20 | 106 | / | 0.8 | -3.0 | 4.0 | 14 | -1 | -6 | 4 | -0.3
Cc1cccc(N(C(=O)Cc2cccs2)C(C(=O)NC2CCCC2)c2ccsc2)c1 (stereo not given) | -2 | 97 | -17 | / | 3.4 | / | -19 | 10 | / | -3 | 0.6
Cn1ncc(Br)c1C(=O)NCc1cccs1 | 7 | 92 | -29 | -3.0 | -1.1 | 0.1 | 6 | -2 | 8 | 12 | 3.7
CN1CCN(c2ccc([N+](=O)[O-])cc2NC(=O)c2cccs2)CC1 | 16 | 109 | -3 | 0.2 | -2.7 | 0.0 | 15 | 3 | 11 | 10 | 3.6
COC(=O)c1sccc1Oc1ccc(F)cc1[N+](=O)[O-] | 1 | 115 | -11 | -2.3 | -2.5 | -0.3 | 14 | 0 | 6 | 9 | 3.2
